USP1-UAF1 inh = inhibitors of human USP1/UAF1 deubiquitinase. recombinant USP1/UAF1, Ub-Rhodamine cleavage fluorescence. AID 743255. O94782. Potency, µM (doses to about 57.1 µM), inactives show top-dose activity change, negative = inhibition, hits mostly inhibitors. hit rate 0.23% among 390,000; note: potency is the fitted concentration of half-maximal effect; % is set by controls: 0 for no effect and ±100 for the full control effect; nearly all actives have a fitted effect of over 60% in size; inactives centre near -12
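USP1/UAF1 complex (1 nM) preincubated 15 min at room temperature with compound, then Ub-Rho substrate (150 nM final) added. Kinetic fluorescence at 480/540 nm over 6 reads at 60 s intervals; 50 mM HEPES pH 7.8, 0.5 mM EDTA, 0.1 mg/ml BSA, 1 mM TCEP, 0.01% Tween-20.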
TRHR enhancer = TRH receptor (human) allosteric enhancement | P34981 | TRHR cells, fluo-8 calcium fluorescence, EC20 TRH enhancement | enhancement, % at 2 µM | hit rate 0.66% among 360,000; in the data active = enhancement above about 30%; note: 0% is about no effect
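TRHR-expressing cells loaded with fluo-8 calcium dye were read kinetically (ex 480/em 530) during compound addition, then stimulated with an EC20 of TRH (10 nM final). Enhancement of the Gq-mediated intracellular calcium response was scored.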
D2 antagonist = antagonists of human D2 dopamine receptor | inhibition, % at 10 µM | P14416 | HEK293 TREx D2 cells, calcium flux, dopamine EC80 | hit rate 2% among 340,000; in the data active = inhibition above about 30%; note: 0% is about no effect
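HEK293 T-REx D2 cells, tet-induced, calcium dye no-wash. Cpd pintool add, 180 s kinetic, then EC80 DA, 180 s kinetic. Ca flux read.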
TRHR agonist = activates the human TRH receptor. P34981. TRHR cells, calcium flux fluo-8, FDSS agonist mode. activation, % at 2 µM. hit rate 0.18% among 360,000. AID 493084; in the data active = activation above about 30%; note: 0% is about no effect
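Fluo-8-loaded TRHR cells; 10 s baseline, compound added, kinetic Ca2+ fluorescence read 1/s, agonist mode.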
TrxR1 substrate = rat thioredoxin reductase 1 substrate activity. O89049. purified TrxR1 substrate turnover, NADPH consumption readout. Potency, µM (doses to about 114 µM), without a hit: at the highest dose activity change, negative = substrate turnover. hit rate 0.01% among 390,000. AID 588456; note: potency is the fitted concentration of half-maximal effect; % is set by controls: 0 for no effect and ±100 for the full control effect; nearly all actives have a fitted effect of over 50% in size
Target sequence (O89049 whole entry, looked up): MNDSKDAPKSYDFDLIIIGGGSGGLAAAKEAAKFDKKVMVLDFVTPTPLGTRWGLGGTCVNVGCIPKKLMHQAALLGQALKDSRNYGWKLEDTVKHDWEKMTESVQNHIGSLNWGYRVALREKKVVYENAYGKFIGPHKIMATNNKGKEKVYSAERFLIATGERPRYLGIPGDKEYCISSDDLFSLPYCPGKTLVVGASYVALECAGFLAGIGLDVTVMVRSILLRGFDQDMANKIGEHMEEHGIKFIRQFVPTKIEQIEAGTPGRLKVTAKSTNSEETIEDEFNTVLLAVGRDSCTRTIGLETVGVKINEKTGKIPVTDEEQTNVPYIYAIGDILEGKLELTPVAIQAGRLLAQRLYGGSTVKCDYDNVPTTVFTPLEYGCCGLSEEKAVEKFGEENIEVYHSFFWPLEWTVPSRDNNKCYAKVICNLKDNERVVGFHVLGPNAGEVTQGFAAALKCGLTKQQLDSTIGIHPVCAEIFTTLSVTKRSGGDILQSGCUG
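Rat TrxR1, dispensed at 90 nM, was prereduced with 400 uM NADPH (final) for 5 min at ~22 deg C, then incubated with compound 15 min before 400 uM selenite. A first-read NADPH fluorescence drop versus no-compound background flagged substrates.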
mIDH1 inhibitor = inhibitors of human mutant IDH1 R132H; O75874; IDH1-R132H enzyme, NADPH consumption, diaphorase/resazurin fluorescence; Potency, µM (titrated, usually from 76.6 µM), without a hit: at the top dose activity change, negative = inhibition, most hits filed as inhibitors; hit rate 0.093% among 390,000; note: potency is the fitted concentration of half-maximal effect; % is set by controls: 0 for no effect and ±100 for the full control effect; nearly all actives have a fitted effect of over 65% in size
Target sequence (O75874 whole entry R132H, stated change not applied): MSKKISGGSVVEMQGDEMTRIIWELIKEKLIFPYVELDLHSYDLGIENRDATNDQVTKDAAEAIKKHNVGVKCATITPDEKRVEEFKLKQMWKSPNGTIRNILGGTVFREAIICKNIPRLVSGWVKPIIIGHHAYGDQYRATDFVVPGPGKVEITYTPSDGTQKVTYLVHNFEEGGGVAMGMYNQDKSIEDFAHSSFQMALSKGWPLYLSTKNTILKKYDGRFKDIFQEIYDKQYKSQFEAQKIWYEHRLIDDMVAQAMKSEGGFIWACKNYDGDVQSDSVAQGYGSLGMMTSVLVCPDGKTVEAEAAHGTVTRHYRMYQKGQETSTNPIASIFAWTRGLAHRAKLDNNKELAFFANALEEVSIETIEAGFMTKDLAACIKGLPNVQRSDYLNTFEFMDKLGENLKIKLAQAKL
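IDH1-R132H (0.5 ug/mL) preincubated 30 min with compound, then NADPH (0.016 mM) and alpha-KG (2 mM) added; 80 min at RT, pH 7.5. Remaining NADPH coupled via diaphorase/resazurin to fluorescence (540/590 nm); concentration-response curves normalized to no-enzyme control.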
D2 agonist = activates the human D2 dopamine receptor; activation, % at 2 µM; hit rate 0.53% among 340,000; HEK293 T-REx D2 cells, calcium flux agonist mode;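 active = activation over 3 SD above normal in the single-dose calcium agonist read, cut at about 30% in these data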; note: 0% is about no effect
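Tetracycline-induced HEK293 Trex cells with D2 receptor force-coupled to calcium signaling, plated overnight at 30 C and loaded with no-wash calcium dye. Calcium flux read kinetically for 180 s after compound addition; responses flag agonists.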
Pin1 inh = human Pin1 inhibition; Potency, µM (titrated, usually from 115 µM), inactives show at the top dose activity, negative = inhibition, usual class: inhibitors; Pin1 FP peptide displacement, HiFluor488, 10 min; hit rate 0.009% among 390,000; AID 504891; active = well fitted inhibition curve with a large enough effect in the polarisation, with a control signal flat, not every such curve was filed as active; inconclusive = small, poorly fitted or top-dose-only effect, or effect the other way, or a change in a side signal; inactive = no such curve, though single readings can be large or run the other way; the % refers to the polarisation; note: potency is the fitted concentration of half-maximal effect; % is set by controls: 0 for no effect and ±100 for the full control effect
Target sequence (Q13526 whole entry, looked up): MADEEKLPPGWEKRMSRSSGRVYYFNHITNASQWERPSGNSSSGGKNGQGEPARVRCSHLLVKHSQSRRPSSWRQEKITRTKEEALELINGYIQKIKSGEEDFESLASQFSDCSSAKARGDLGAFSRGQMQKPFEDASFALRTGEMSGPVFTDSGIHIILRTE
TrxR1 inh = inhibitors of rat thioredoxin reductase 1. O89049. recombinant rTrxR1, NADPH fluorescence consumption, selenite substrate. Potency, µM (series often up to 114 µM), inactives show top-dose activity change, negative = inhibition, hits mostly inhibitors. hit rate 1% among 390,000. AID 588453; note: potency is the fitted concentration of half-maximal effect; % is set by controls: 0 for no effect and ±100 for the full control effect; nearly all actives have a fitted effect of over 65% in size
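Rat TrxR1 (90 nM in the dispensed reagent) was pre-reduced with 400 uM NADPH for 5 min at room temperature, then incubated with compound for 15 min. After 400 uM selenite was added, NADPH fluorescence (Ex 340/Em 450 nm) was followed for 8 min.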
Active calls of the source: *; ? = inconclusive; · = no result given; [ ] = another dose, or the depositor's remark. Unless noted, calls come from the whole dose curve; as a rule, active = well fitted inhibition curve with a large enough effect; inconclusive = small, poorly fitted or top-dose-only effect; inactive = no such curve, though single readings can be large or run the other way.

entry	molecule	USP1-UAF1 inh	TRHR enhancer	D2 antagonist	TRHR agonist	TrxR1 substrate	mIDH1 inhibitor	D2 agonist	Pin1 inh	TrxR1 inh
1	O=C(/C=C\c1ccccc1)NCC(=O)N/N=C/c1ccc(O)cc1O	-7%	-2	26	-0.1	-4%	-5%	0.9	2%	28%
2	CCC(=O)Nc1ccc(NC(=O)CSc2nnnn2CC)cc1C	-15%	-1	9	-0.5	6%	5%	-0.3	4%	9%
3	CC(=O)N1CCCN(Cc2nc(C3(c4ccc(C)cc4)CCCC3)no2)CC1	-16%	8	-7	0.3	1%	-6%	0.4	3%	24%
4	COCCNC(=O)CN(Cc1ccc(F)cc1)C(=O)CCC(=O)Nc1nccs1	-17%	-4	·	0.4	-1%[57.1 µM]	-1%	·	?	1%[57.1 µM]
5	Cc1noc(C)c1CCC(=O)NC1CCCN(Cc2ccc(CC(C)C)cc2)C1 (stereo not drawn)	-10%	-5	0	0.9	-4%	-5%	0.2	0%	-10%
6	Fc1ccc(C2c3[nH]c4ccccc4c3CCN2Cc2ccoc2)cc1 (stereo not drawn)	-17%	-3	-2	0.1	5%[57.1 µM]	-1%	0.3	5%	-19%[57.1 µM]
7	N#Cc1ccsc1NC(=O)CSc1ncnc2ccccc12	-4%	0	-1	-0.3	0%	7%	0.0	?	6%[57.1 µM]
8	O=C(CN1C(=O)C2C3c4ccccc4C(c4ccccc43)C2C1=O)N1CCOCC1 (stereo not drawn)	-1%	2	4	-0.9	0%	7%	-0.4	-7%	13%
9	CCn1c(COc2cccc(C)c2C)nnc1SCC(=O)Nc1cc(C)on1	-1%	-5	21	-0.4	3%[57.1 µM]	1%	-1.2	0%	24%[57.1 µM]
10	CC1(C)C[C@H](O)[C@]2(CO)CC[C@]3(C)C(=CCC4[C@@]5(C)CC[C@H](O)C(C)(C)C5CC[C@]43C)[C@@H]2C1 (stereo partly drawn)	-21%	2	9	-0.2	6%	3%	0.7	2%	5%
11	N/C(=N\S(=O)(=O)c1cc(C(F)(F)F)cc(C(F)(F)F)c1)c1cccs1	-23%	2	3	1.1	-6%	4%	-1.3	-4%	5%
12	COc1ccc2nc(N=Nc3c(O)ccc4ccccc34)sc2c1	·	-5	20	-0.2	·	·	0.0	·	·
13	COc1cc(NC(=O)CC2NCCNC2=O)cc(OC)c1 (stereo not drawn)	2%	3	-12	0.3	9%	6%	0.2	2%	28%
14	COc1ccc(C)cc1NC(=O)CCS(=O)(=O)c1ccc2c(c1)oc(=O)n2C	-6%	3	-11	0.3	6%	-8%	1.1	5%	?
15	Cc1ccc(C(=O)NCC(=O)N2CCc3ccccc3C2)cc1C	-5%	-8	7	-0.6	-5%[11.4 µM]	-5%	-1.6	-1%	-18%[11.4 µM]
16	O=C(C1CC1)N1CCc2cc(Br)cc(S(=O)(=O)NCCN3CCOCC3)c21	-19%	-4	40*	0.5	15%[57.1 µM]	-7%	0.3	0%	6%[57.1 µM]
17	COc1ccc2[nH]c(C(=O)N/N=C/c3cc(OC)c(OC)c(OC)c3)cc2c1	-23%	-3	-2	1.1	-1%	-2%	3.4	-1%	4%
18	COc1ccc(N2C(=O)C3CCCN3C2c2cc(OC)c(OC)cc2OC)cc1 (stereo not drawn)	-20%	1	4	0.5	7%[57.1 µM]	8%	1.6	0%	13%[57.1 µM]
19	CN[C@H]1CCc2cc(OC)c(OC)c(OC)c2-c2ccc(OC)c(=O)cc21	-19%	·	·	·	4%	-7%	·	10%	20%
20	Cc1ccnc(SCC(=O)Nc2cc(C)on2)n1	-23%	-4	-14	-0.7	5%	10%	-0.9	-10%	25%
21	OC(CNCc1ccccn1)c1ccccc1 (stereo not drawn)	-18%	13	-8	0.5	4%	-1%	-0.1	-1%	-26%
22	CCN(CC)c1ccc(NC(=O)C2CCN(S(=O)(=O)c3c(C)noc3/C=C/c3ccccc3F)CC2)c(C)c1	-16%	0	·	0.1	-5%[57.1 µM]	-8%	0.0	-1%	12%[57.1 µM]
23	CCOC(=O)c1sc(NC(=O)CN2CCCC2)c(C(=O)OCC)c1C	-18%	7	6	0.0	-6%	8%	1.1	3%	-1%
24	CCC(C)[C@H](NC(=O)[C@@H]1CSC2c3ccccc3C(=O)N21)C(=O)NCC1CCCO1 (stereo partly drawn)	-14%	3	-20	0.5	0%	3%	0.5	-9%	29%
25	COc1cc2c(cc1OC)CN(CC(=O)Nc1cccc(C)c1)CC2	-14%	7	4	-0.2	7%[57.1 µM]	-1%	1.2	6%	14%[57.1 µM]
26	CS(=O)(=O)c1ccc(NS(=O)(=O)c2ccc(Cl)c(C(=O)NCc3ccco3)c2)cc1	-6%	-7	·	-0.3	8%	-5%	·	-3%	-8%
27	S=C(Nc1ccc(Br)cc1)N1CCCC1	-10%	41*	1	0.0	0%	4%	0.0	-1%	1%
28	CCOC(=O)c1noc2ncnc(Nc3cccc(OC)c3)c12	-6%	0	·	0.3	-1%[57.1 µM]	-6%	-0.4	0%	17%[57.1 µM]
29	Cc1ccc(C(=O)N(C)Cc2ccccc2)cc1S(=O)(=O)N1CCOCC1	-6%	-4	4	0.0	-2%	3%	-1.5	-1%	5%
30	O=C1CC(Nc2ccc(N3CCOCC3)cc2)C(=O)N1c1ccccc1 (stereo not drawn)	-15%	3	9	0.6	13%	2%	-0.3	-1%	?

Another view of some results above.
10	CC1(C)C[C@H](O)[C@]2(CO)CC[C@]3(C)C(=CCC4[C@@]5(C)CC[C@H](O)C(C)(C)C5CC[C@]43C)[C@@H]2C1 (stereo partly drawn)
20	Cc1ccnc(SCC(=O)Nc2cc(C)on2)n1
Screen / compound no.	10	20
USP1-UAF1 inh	-21%	-23%
TRHR enhancer	2	-4
D2 antagonist	9	-14
TRHR agonist	-0.2	-0.7
TrxR1 substrate	6%	5%
mIDH1 inhibitor	3%	10%
D2 agonist	0.7	-0.9
Pin1 inh	2%	-10%
TrxR1 inh	5%	25%

New compounds follow
entry	molecule	USP1-UAF1 inh	TRHR enhancer	D2 antagonist	TRHR agonist	TrxR1 substrate	mIDH1 inhibitor	D2 agonist	Pin1 inh	TrxR1 inh
31	CN(C)c1ccc(C=NNc2ccccn2)c(Cl)c1	4%	·	·	·	0%	6%	·	-11%	-6%
32	CCc1nnc(NC(=O)C2CCC2)s1	-3%	-3	1	0.0	-9%	15%	1.2	2%	-12%
33	CC(NC(=O)CSc1cccc(C(F)(F)F)c1)c1ccccc1 (stereo not drawn)	-14%	-3	-9	-0.4	0%	-4%	2.0	?	13%
34	CCOc1ccc(-c2nnc(SCC(=O)Nc3cc(F)ccc3F)o2)cc1	-13%	1	·	-0.3	1%	7%	0.4	12%	12%
35	CCOc1cc(CNc2ccc(C(=O)O)cc2)ccc1OCc1ccccc1	-5%	-4	·	0.1	-5%	-12%	·	4%	-6%
36	Cc1ccc(N(CC(=O)NC(C)(C)C)C(=O)CS(=O)CC(=O)Nc2ccc(F)cc2)cc1 (stereo not drawn)	-6%	7	13	-1.2	2%	9%	0.1	-1%	1%
37	COc1ccc(-n2c(CN3CCN(c4ccccc4)CC3)nc3ccc([N+](=O)[O-])cc3c2=O)c(OC)c1	-19%	-2	13	-1.2	0%[57.1 µM]	1%	18	-4%	-9%[57.1 µM]
38	Cc1ccc(N=Cc2ccc(N(C)C)cc2)cc1	-19%	0	-3	1.1	1%[57.1 µM]	7%	-1.3	0%	6%[57.1 µM]
39	C=CCn1c(SCC(=O)N2CCOCC2)nnc1C(C)NC(=O)c1ccccc1 (stereo not drawn)	4%	1	1	1.2	8%	4%	0.5	-12%	13%
40	Cc1ccc(-c2nnn(CC(=O)N(c3cccc(F)c3)C(C(=O)NC3CCCC3)c3ccncc3)n2)o1 (stereo not drawn)	-41%	1	8	-0.1	6%	25%	-0.4	0%	24%
41	COc1ccc(C(NC(C)=O)c2c(O)ccc3ccccc23)cc1OC (stereo not drawn)	-10%	-3	-8	0.9	7%	5%	3.4	-6%	-13%
42	COC(=O)c1cccc(NC(=O)C2COc3ccccc3O2)c1 (stereo not drawn)	-6%	8	-4	-1.4	-3%	3%	0.8	-2%	-13%
43	CC(C)C(C(=O)NC1=NCCS1)c1ccc(Cl)cc1 (stereo not drawn)	-15%	-5	25	1.1	-9%[57.1 µM]	4%	1.8	-6%	20%[57.1 µM]
44	CCCC(C(=O)NC1CCCC1)N(CCCN1CCOCC1)C(=O)c1snc(C(N)=O)c1N (stereo not drawn)	5%	-4	-4	0.2	8%	-4%	-0.2	3%	-2%
45	COc1cccc(-c2cc(C(F)(F)F)n3nc(C)c(-c4ccccc4)c3n2)c1	-10%	4	·	0.6	5%	0%	0.0	3%	11%
46	O=C(NC1CCCC1)C(c1ccccn1)N(C(=O)c1csnn1)c1ccccc1 (stereo not drawn)	3%	1	1	1.7	-5%	0%	1.8	-5%	6%
47	O=C(O)COc1ccc(Br)cc1CP(=O)(c1ccccc1)c1ccccc1	-4%	1	9	-0.2	10%	-7%	-0.2	4%	12%
48	COC(=O)c1ccc(Nc2c([N+](=O)[O-])ccc3nonc23)cc1	-17%	4	-14	-0.9	-18%[57.1 µM]	3%	-0.8	?	15%[57.1 µM]
49	COc1ccc(C)cc1-n1nnnc1SCn1nnc2ccccc2c1=O	-23%	9	8	-0.1	9%	-2%	-1.0	1%	32%[activator]
50	O=C(NNc1cccc(Cl)n1)C1CC1	-12%	-6	-6	0.0	4%	10%	-1.1	-4%	22%
51	Cc1ccc([N+](=O)[O-])cc1S(=O)(=O)N(C(=O)c1ccncc1)c1ccc2oc3c(c2c1)CCCC3	-3%	5	-30	0.1	0%	1%	0.0	6%	-14%

Gathered by group, the entries above containing a COOH group (two)
entry	molecule	USP1-UAF1 inh	TRHR enhancer	D2 antagonist	TRHR agonist	TrxR1 substrate	mIDH1 inhibitor	D2 agonist	Pin1 inh	TrxR1 inh
35	CCOc1cc(CNc2ccc(C(=O)O)cc2)ccc1OCc1ccccc1	-5%	-4	·	0.1	-5%	-12%	·	4%	-6%
47	O=C(O)COc1ccc(Br)cc1CP(=O)(c1ccccc1)c1ccccc1	-4%	1	9	-0.2	10%	-7%	-0.2	4%	12%

Screens: PubChem BioAssay, National Center for Advancing Translational Sciences (NCATS)

This is a subset (hit frequency here may not be typical).
